High-throughput results: PubChem, several laboratories
EBNA-1 inh – EBNA-1 DNA-binding inhibitors, primary screen, biochemical, fluorescence polarization; inhibition, % at 14.8 µM; hit rate 0.34% among 300,000; AID 1950, 2009; in the data active = inhibition above about 28%
ZTA DNA inh – counter-screen for EBNA-1 inhibitors: inhibitors of Epstein-Barr virus ZTA | P03206 | ZTA-DNA binding, fluorescence polarization | inhibition, % at 11 µM | hit rate 0.15% among 320,000 | AID 2234; in the data active = inhibition above about 33%
MEX-5 binding – MEX-5 zinc finger RNA-binding disruptors – biochemical, C. elegans, fluorescence polarization, MLPCN library, primary screen | MEX-5/FITC-TCR2 RNA binding; active compounds read low | activity score (negative = inhibition of binding), % at 10 µM | hit rate 0.38% among 300,000 | AID 1832, 2009;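 active = inhibition past about -25% in most replicates, and total fluorescence under double the plate's negative control median, limit read from the data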;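 also: 0% = DMSO and -100% = 5 µM competing unlabeled TCR2 RNA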
Target sequence (Q9XUB2 whole entry, looked up): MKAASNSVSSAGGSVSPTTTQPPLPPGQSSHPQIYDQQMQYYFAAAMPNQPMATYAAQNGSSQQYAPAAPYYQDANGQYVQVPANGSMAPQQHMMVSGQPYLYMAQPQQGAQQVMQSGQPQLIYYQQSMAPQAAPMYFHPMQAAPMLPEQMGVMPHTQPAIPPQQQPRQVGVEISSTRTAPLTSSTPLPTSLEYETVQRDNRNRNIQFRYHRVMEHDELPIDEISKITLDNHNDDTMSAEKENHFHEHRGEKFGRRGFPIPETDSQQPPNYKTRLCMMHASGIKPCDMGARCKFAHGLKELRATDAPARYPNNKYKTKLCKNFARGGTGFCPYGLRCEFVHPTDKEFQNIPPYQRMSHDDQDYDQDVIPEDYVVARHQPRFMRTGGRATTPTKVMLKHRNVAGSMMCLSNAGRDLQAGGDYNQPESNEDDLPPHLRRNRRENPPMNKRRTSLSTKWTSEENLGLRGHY
MCL1 BIM primary – inhibitors of MCL1 binding to BIM-BH3, primary screen, biochemical, fluorescence polarization. Induced myeloid leukemia cell differentiation protein Mcl-1 (Homo sapiens), Q07820. GST-MCL1 / FITC-Bim-BH3 fluorescence polarization. inhibition, % at 10.9 µM. hit rate 0.68% among 320,000. AID 2057, 2009;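 active = inhibition above the mean inhibition of all tested compounds plus 3 SD, set per campaign, cut at about 40% in these data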;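 also: 0% = DMSO wells and 100% = unlabeled Bim-BH3 peptide control; higher means more loss of mP so more displacement of Bim peptide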
Yeast superoxide – reduction of superoxide in aged yeast, primary screen, HTS. S. cerevisiae aged cells, superoxide DHE fluorescence; active compounds read low. superoxide response (% of plate mean), % at 10 µM. hit rate 0.18% among 330,000. AID 2690, 2010;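 active = superoxide response under a set limit, about three screen SD below normal, cut at about 65% in these data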;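 also: yeast aged for seven days with compound at 30 °C before DHE staining; 100% = average MFI of all compound-treated wells on the plate with controls excluded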
BCLXL inh – inhibitors of human Bcl-xL, primary screen, biochemical, fluorescence polarization, HTS. GST-Bcl-xL / FITC-Bim BH3 peptide fluorescence polarization. inhibition, % at 10.9 µM. hit rate 0.7% among 320,000. AID 2129, 2009;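 active = inhibition above the mean of all tested compounds plus 3 SD, cutoff set per campaign, cut at about 30% in these data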;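 also: 0% = DMSO wells and 100% = unlabeled Bim-BH3 peptide competitor; inhibitors lower millipolarization by displacing the labeled peptide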
Efflux pump inh – inhibitors of Candida efflux pumps in yeast, primary screen, S. cerevisiae, Nile Red, multiplex | hit rate 0.44% among 330,000 | inhibition, % at 10 µM | AID 485275, 2010 | S. cerevisiae Candida pump triplex;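 active = plate passing quality check with inhibition over a set limit, or well fluorescence over plate mean plus 4 SD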;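 also: Nile Red retained in pooled yeast measured as flow cytometry median fluorescence; 0% = buffer negative control and 100% = Enniatin B positive control; higher means more Nile Red kept so more efflux inhibition; some compounds called inactive have numbers as strong as hits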
GLD-1 TGE inh – GLD-1/TGE RNA complex disruptors, primary screen, biochemical, fluorescence polarization. purified GLD-1 + fluorescein TGE RNA. inhibition, % at 5.96 µM. AID 2280, 2010. Female germline-specific tumor suppressor gld-1 (Caenorhabditis elegans), Q17339. hit rate 0.44% among 320,000;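 active = percent inhibition above a per-plate cutoff, the plate mean of test compounds plus 3 SD, cut at about 30% in these data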;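 also: 0% = DMSO wells with GLD-1 and probe and 100% = wells lacking GLD-1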
Target sequence (Q17339 whole entry, looked up): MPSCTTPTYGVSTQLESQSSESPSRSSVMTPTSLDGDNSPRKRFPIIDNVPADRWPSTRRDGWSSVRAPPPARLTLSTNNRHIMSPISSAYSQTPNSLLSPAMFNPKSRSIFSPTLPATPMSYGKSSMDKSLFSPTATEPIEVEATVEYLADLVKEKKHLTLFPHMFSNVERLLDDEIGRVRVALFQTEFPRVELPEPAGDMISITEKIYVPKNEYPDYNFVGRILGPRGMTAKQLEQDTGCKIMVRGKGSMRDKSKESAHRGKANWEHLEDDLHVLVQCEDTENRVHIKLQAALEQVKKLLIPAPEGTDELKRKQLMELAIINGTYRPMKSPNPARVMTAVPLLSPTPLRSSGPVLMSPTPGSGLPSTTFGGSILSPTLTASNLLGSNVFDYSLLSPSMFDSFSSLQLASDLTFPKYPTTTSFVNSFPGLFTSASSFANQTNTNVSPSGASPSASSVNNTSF
Fam108B inh – mouse Fam108B serine hydrolase inhibitors, primary screen, counter-screen for RBBP9 inhibitor project, biochemical, fluorescence polarization | inhibition, % at 9.51 µM | recombinant Fam108B, FP-Rh probe fluorescence polarization | hit rate 0.33% among 300,000 | AID 1947, 2009;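 active = inhibition above the screen mean inhibition plus 3 SD, computed separately per campaign, cut at about 18% in these data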;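 also: inhibitors lower polarization as less probe binds the enzyme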
Starred values were filed as active, the others as inactive; · = not tested or not shown.

SMILES	EBNA-1 inh	ZTA DNA inh	MEX-5 binding	MCL1 BIM primary	Yeast superoxide	BCLXL inh	Efflux pump inh	GLD-1 TGE inh	Fam108B inh
COc1ccc(NC(=O)NNC(=O)c2cc(C3CC3)nc3ccccc23)c(OC)c1	-2	-6	1.4	9	95	6	0.3	3	2
CCOc1ccc(N(Cc2ccc(OC)cc2)C(=O)c2ccco2)cc1	-1	6	0.2	6	85	9	0.0	3	-1
N#C/C(=C\c1cccc([N+](=O)[O-])c1)C(=O)NCc1cccnc1	10	12	0.9	6	97	4	-0.2	-2	-1
CN(CC#CCC(c1ccccc1)c1ccccc1)C(C)(C)C	-4	-10	-0.8	2	88	5	0.1	3	-3
CC(C)Cn1c(CN2CCN(C(=O)c3ccco3)CC2)nc2c1c(=O)n(C)c(=O)n2C	-8	-4	1.8	-3	104	6	0.0	-7	2
COCCNC(=O)c1c(CSc2ccc(Cl)cc2)noc1C(=O)NCc1ccccc1	5	-2	0.6	-1	99	0	0.2	13	-5
CCOC(=O)C1=C(C)NC(=O)C1(NC(=O)c1cccnc1)C(F)(F)F (configuration not stated)	-1	4	-0.7	-5	113	2	0.1	-1	-3
COc1ccc(OCC(=O)NNC(=O)c2nn(C)c(=O)c3ccccc23)cc1	7	7	-6.6	3	96	4	0.1	2	-1
CCc1ccc(NC(=O)C2CCN(S(=O)(=O)c3cnc[nH]3)CC2)cc1	-6	12	-0.5	-2	103	5	0.1	6	0
Cc1cc(C)cc(N(C(C)C(=O)N2CCCC2)S(C)(=O)=O)c1 (configuration not stated)	-10	8	0.3	-1	101	0	-0.2	2	-4
Cc1cc(C(=O)OCC(=O)NCc2cccs2)c2ccccc2n1	-8	-4	0.5	10	111	-1	-0.1	8	1
Cc1ccsc1C(=O)NNC(=O)c1ccc(NS(=O)(=O)c2cccs2)cc1	-15	0	-2.1	0	112	0	0.0	-2	-5
CCC(C)C(NC(=O)C(C)NC(=O)CNC(=O)CNC(=O)OCc1ccccc1)C(=O)OC (configuration not stated)	-7	-1	-1.9	8	107	4	0.0	4	4
CCOC(=O)C1CCN(C(=O)Cn2nc(C)n3c(cc4cc(C)ccc43)c2=O)CC1	-18	-3	1.7	-6	73	-3	0.1	-5	0
O=C(COc1ccc(-n2cnnn2)cc1)Nc1ccccc1Cl	-15	-3	-1.2	4	104	-4	0.3	-6	-3
CCOc1ccc(N2C(=O)CC(NCC3CCCO3)C2=O)cc1 (configuration not stated)	-15	7	0.3	-2	110	9	0.0	-2	2
CCCN(Cc1ccccc1)S(=O)(=O)c1ccc(N2C(=O)CCC2=O)cc1	3	12	1.7	-4	96	2	-0.1	-5	-1
CCOc1ccc(CC(C(N)=O)C(N)=O)cc1	-12	-3	-0.2	11	93	3	0.1	-1	4
CCC1(CC)NC(=O)N(CC(=O)OCC(=O)Nc2sccc2C#N)C1=O	-5	-8	-4.0	6	88	11	-0.2	13	1
CC(C)Cn1cc(C(=O)NCC2CCCO2)c2c3ccccc3n(C)c2c1=O (configuration not stated)	2	4	-0.9	5	111	8	0.1	1	2
Clc1ccc2c(N3CCOCC3)ccnc2c1	11	-9	-0.5	5	102	-3	-0.1	3	1
CN(CCC#N)C(=O)COC(=O)c1ccc2[nH]c3c(c2c1)CCCC3	-7	-3	1.9	-9	105	2	0.6	11	-3
CC(=O)Nc1ccc(C2=NNC(=NCC3CCCO3)SC2)cc1 (configuration not stated)	2	22	·	2	98	5	-0.4	-1	3
Cc1cnc(C(=O)NCc2ccc(Cl)cc2Cl)cn1	3	-2	0.9	-10	103	-5	-0.1	0	-2
O=C(NCc1ccco1)c1sc2cc(F)ccc2c1Cl	2	-2	2.6	-7	88	-3	0.1	3	1

Fetched one by one from above (3):
SMILES	EBNA-1 inh	ZTA DNA inh	MEX-5 binding	MCL1 BIM primary	Yeast superoxide	BCLXL inh	Efflux pump inh	GLD-1 TGE inh	Fam108B inh
CC(C)Cn1c(CN2CCN(C(=O)c3ccco3)CC2)nc2c1c(=O)n(C)c(=O)n2C	-8	-4	1.8	-3	104	6	0.0	-7	2
CCCN(Cc1ccccc1)S(=O)(=O)c1ccc(N2C(=O)CCC2=O)cc1	3	12	1.7	-4	96	2	-0.1	-5	-1
CCC1(CC)NC(=O)N(CC(=O)OCC(=O)Nc2sccc2C#N)C1=O	-5	-8	-4.0	6	88	11	-0.2	13	1

Continued:
SMILES	EBNA-1 inh	ZTA DNA inh	MEX-5 binding	MCL1 BIM primary	Yeast superoxide	BCLXL inh	Efflux pump inh	GLD-1 TGE inh	Fam108B inh
Cc1ccc(S(=O)(=O)N(CC(=O)NCc2ccco2)c2ccccc2C)cc1	14	-19	1.2	2	111	-1	0.0	-1	3
O=C(c1cc(-c2cccc(Cl)c2)nc2ccccc12)N1CCCC1	5	-15	-2.5	5	98	5	0.1	-1	2
Cc1cc(C)n(-c2ccc(Cl)c(Cl)c2)n1	2	-2	0.4	-1	105	3	-0.1	2	0
COc1ccc(CCN2C(=O)C(O)=C(C(=O)c3ccco3)C2c2cccs2)cc1OC (configuration not stated)	-16	4	-5.3	-5	93	-2	0.0	-9	6
O=C(Nc1ccnn1C1CCN(Cc2ccc(CO)o2)CC1)c1ccccc1Cl	2	0	-3.0	-1	106	-1	0.0	5	-6
Cc1ccc(S(=O)(=O)NCC2CCCO2)cc1[N+](=O)[O-] (configuration not stated)	-3	-3	0.2	7	104	5	0.0	8	2
O=C(CN1CCC(c2nc3ccccc3[nH]2)CC1)NCc1ccc2c(c1)OCO2	8	-8	0.0	5	93	5	0.0	-6	11
CN(c1ccccc1)S(=O)(=O)c1nnc(NC(=O)COc2ccccc2F)s1	2	-8	-0.5	3	101	3	0.0	9	-5
Cn1c(N)c(C(=O)COC(=O)CCC(=O)c2cccs2)c(=O)n(C)c1=O	-13	16	-3.8	0	99	5	0.3	-4	-5
Cc1ccc(NC(=O)[C@H](Cc2c[nH]c3ccccc23)NC(=O)[C@@H]2Cc3ccccc3CN2)c(C)c1	7	-12	5.3	3	105	-1	0.6	0	-2
CC(C)OC(=O)/C(C#N)=C\c1cccnc1	1	-5	-0.7	9	73	6	0.0	5	0
N#C/C(=C\c1ccccc1C(=O)O)c1nc2ccccc2[nH]1	4	21	-2.1	2	100	4	-0.2	-6	-8
COCc1nc2ccccc2n1Cc1ccccc1	8	-11	-0.3	-3	95	2	-0.1	-4	-1
NNc1nc(-c2ccccc2)c2ccccc2n1	-5	-5	0.6	8	122	0	-0.1	6	-4
Cc1ccccc1C=Nc1ccccc1C(N)=O	-5	9	-0.7	0	98	0	-0.1	1	-1
Cc1c(C(=O)Oc2ccc(F)cc2)sc2ncn(Cc3cccc(F)c3)c(=O)c12	-1	11	-1.8	-1	111	26	-0.1	-5	1
Cc1cc(C)cc(NC(=O)Nc2ccc(NC(=O)c3ccccc3O)cc2)c1	9	2	2.5	11	102	0	0.0	4	10
CCc1ccccc1NC(=O)CN(c1ccc(OC)cc1OC)S(=O)(=O)c1ccccc1	15	-8	0.3	7	100	-1	0.2	-14	1
CCOC(=O)CNC(=S)N(Cc1cccs1)C1CCCCC1	-3	3	0.3	12	88	6	-0.1	1	1
O=C(Cn1nc(-c2cccc(Cl)c2)ccc1=O)Nc1ccc(C(=O)NC2CC2)cc1	0	-7	-1.2	-1	100	3	-0.1	4	1
COc1cccc(/C=C/C(=O)OCC(=O)Nc2ccc(Cl)c(S(=O)(=O)N(C)C)c2)c1	-5	-13	-1.1	0	95	5	0.1	0	-37
O=C(COC(=O)c1ccccc1Oc1ccccc1)NCc1ccco1	-1	-4	-1.5	9	96	3	0.0	0	0
Cc1ccc(NC(=O)COC(=O)CSCC(=O)Nc2cc(C)on2)c(C)c1	2	-6	0.1	-2	99	-5	0.1	5	5
O=C(O)CCC(=O)Nc1nc2ccccc2s1	-8	-2	-1.2	5	85	4	0.3	6	0
O=C(NCc1ccccn1)c1ccc(/C=N/O)nc1	5	6	-1.3	-9	108	2	0.0	2	0
SMILES	EBNA-1 inh	ZTA DNA inh	MEX-5 binding	MCL1 BIM primary	Yeast superoxide	BCLXL inh	Efflux pump inh	GLD-1 TGE inh	Fam108B inh
Cn1nnc(NC(=O)/C=C/c2ccco2)n1	9	-11	0.7	6	83	3	0.0	2	2
OCCN(/C=N/c1nc(-c2ccc(Br)cc2)cs1)CCO	6	-1	·	3	101	7	2.0	1	-2
O=C(c1cccc([N+](=O)[O-])c1)N1CCN(S(=O)(=O)/C=C/c2ccccc2)CC1	·	0	·	-23	114	-15	0.7	4	·
O=C1CC(SC(=Nc2ccccc2)Nc2ccccc2)C(=O)N1c1ccc(Cl)c(Cl)c1 (configuration not stated)	15	18	-0.7	-2	90	-2	-0.2	4	-67
Cc1ccccc1NC(=O)c1cccc(Cn2cc(Br)c([N+](=O)[O-])n2)c1	3	-3	-1.0	0	99	5	-0.2	5	3
COc1ccc(NC(=O)c2cncc(Br)c2)cc1S(N)(=O)=O	7	15	-0.2	-1	110	-1	0.0	8	2
CCSc1ccc(NC(=O)c2cccnc2)cc1	-5	8	-0.1	-3	100	5	0.1	7	1
CNC(=O)N(O)C1N(/N=C/c2cc(Br)ccc2O)C(=S)SC1(C)C (configuration not stated)	2	6	1.1	5	124	6	-0.2	-3	1
CC1Oc2ccccc2OC1(O)c1ccccn1 (configuration not stated)	4	6	-0.9	5	104	2	0.0	5	-4
COc1cc(CNCc2ccc(Br)cc2)cc(OC)c1	-1	-22	-1.6	-9	88	-7	0.0	1	-2
CCOc1ccccc1Oc1c(C)oc2c(CN3CCN(CCO)CC3)c(O)ccc2c1=O	0	-4	-0.9	6	89	6	0.0	1	6
Cc1ccc(C2CC(c3ccc(NS(C)(=O)=O)cc3)=NN2C(=O)c2ccco2)cc1 (configuration not stated)	13	7	1.7	17	103	3	-0.2	1	-2
COc1ccc(C(=O)N(C)Cc2ccc(C)o2)cc1OC1CCN(C(C)C)CC1	-5	-9	-3.8	6	103	8	-0.1	3	-3
CCCCCN(C(=O)CCC(=O)OCC(=O)N(C)Cc1ccc(C)cc1)c1c(N)n(CCCC)c(=O)[nH]c1=O	1	1	3.2	-2	102	0	0.0	2	1
COC(=O)CN1C(=O)[C@H]2[C@@H](/C=C/c3ccccc3)N3C(=O)CN(CCO)C(=O)[C@@]3(Cc3ccccc3)[C@H]2C1=O	4	0	2.8	8	107	5	-0.1	-4	4
CC(OC(=O)CNC(=O)c1cccs1)C(=O)Nc1ccc(S(N)(=O)=O)cc1 (configuration not stated)	-1	-11	1.7	0	93	-2	0.2	1	1
Cn1c(=O)[nH]c(=O)c2c1nc(CN(Cc1ccccc1)Cc1ccccc1)n2CCN1CCOCC1	-7	-3	·	2	113	3	-1.1	14	1
O=C(CNC(=O)c1ccc2c(c1)OCCO2)N=Nc1c(O)[nH]c2ccccc12	4	-19	-1.8	3	91	6	0.0	7	2
O=C(NN1C(=O)c2ccccc2NC1c1ccccn1)c1ccc([N+](=O)[O-])cc1 (configuration not stated)	-3	-9	-44*	-5	120	-3	-0.1	-2	2
COc1ccccc1NS(=O)(=O)c1cccc(C(=O)NNC(=O)C(NC(N)=O)C(C)C)c1 (configuration not stated)	-5	-3	-0.3	-2	92	3	0.1	-4	0
CCOC(=O)c1c(C)n(-c2ccc(C)cc2)c2c(CC(C)=O)c(Br)c(OC)c(O)c12	9	17	-3.2	-7	101	-8	-0.1	-6	2
O=C(CSc1nnc(-c2cccs2)o1)NCc1ccco1	-1	4	-2.0	10	97	9	-0.4	5	1
